AmpC inh no detg = inhibitors of E. coli AmpC beta-lactamase without detergent; P00811; AmpC nitrocefin hydrolysis, absorbance 480 nm, 0.0001% Triton; Potency, µM (top dose mostly 57.1 µM), for inactives: at the highest dose activity change, negative = inhibition, actives largely listed as inhibitors; 330,000 compounds, 0.52% hits; AID 485341;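 also: potency is read from the fitted curve at half-maximal effect; plate controls were no compound for no effect and no enzyme for full effect; nearly all actives have a fitted effect of over 20% in size; some results filed as inactive show a strong effect at the top dose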
Target sequence (P00811 whole entry, looked up): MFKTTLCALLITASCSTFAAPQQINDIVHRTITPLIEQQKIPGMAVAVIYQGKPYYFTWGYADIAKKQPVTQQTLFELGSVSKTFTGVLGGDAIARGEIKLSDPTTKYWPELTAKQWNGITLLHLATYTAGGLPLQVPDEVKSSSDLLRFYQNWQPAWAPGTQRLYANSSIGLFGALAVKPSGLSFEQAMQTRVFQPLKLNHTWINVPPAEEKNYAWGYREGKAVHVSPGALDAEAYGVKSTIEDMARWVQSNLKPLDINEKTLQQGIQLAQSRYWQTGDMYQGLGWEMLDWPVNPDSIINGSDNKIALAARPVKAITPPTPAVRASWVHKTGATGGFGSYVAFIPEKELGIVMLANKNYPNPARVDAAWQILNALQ
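20 mM phosphate pH 7.0 + 0.01% (detergent screen) or 0.0001% Triton X-100; 5.3 nM AmpC reagent; cpd preinc 15 min RT; nitrocefin (800 uM stock) to start; A480 q20 s × 4 min; Activity was normalised to no-enzyme and no-compound control wells.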
Sm TGR inh = S. mansoni TGR enzyme inhibition | purified TGR, DTNB reduction, TNB absorbance 405 nm | Q962Y6 | 360,000 compounds, 3% hits | Potency, µM (series often up to 114 µM), for the others: at the highest dose activity change, negative = inhibition, most hits filed as inhibitors; also: potency is read from the fitted curve at half-maximal effect; nearly all actives have a fitted effect of over 60% in size
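TGR 20 nM + NADPH 100 uM (dispensed conc.), cpd preinc 15 min RT; start with NADPH (500 uM addition) then DTNB (15 mM addition). Kinetic TNB absorbance, 405 nm filter. Four-parameter Hill fit across titration.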
AmpC detergent = AmpC beta-lactamase inhibition with detergent present. Potency, µM (doses to about 114 µM), for inactives: at the top dose activity change, negative = inhibition, most hits filed as inhibitors. 370,000 compounds, 0.041% hits. AmpC hydrolysis of nitrocefin, absorbance 480 nm, 0.01% Triton. P00811;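 also: potency is read from the fitted curve at half-maximal effect; 0% = no-compound wells and -100% = no-enzyme wells; nearly all actives have a fitted effect of over 25% in size; some results filed as inactive show a strong effect at the top dose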
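AmpC (5.3 nM in the dispensed reagent) in 20 mM phosphate pH 7.0 with 0.01% (detergent screen) or 0.0001% Triton X-100 was preincubated with compounds for 15 min at room temperature. Nitrocefin was then added from an 800 uM solution, and hydrolysis was followed at 480 nm.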
HCMV inh = blocks human cytomegalovirus replication | HFF cells, HCMV-luciferase reporter, 72 h; stronger effect = lower value | activity change, negative = inhibition, % at 57.5 µM | 410,000 compounds, 4.5% hits; in the data active = activity change below about -60%; inconclusive = no clear call, values can overlap the other calls; inactive = above about -39%
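Two compound doses tested in HFFs infected with HCMV-luciferase, MOI 1 PFU/cell, 72 h at 37C. Lysate luminescence read with OneGlo; data normalized against buffer-only and 10uM Salinomycin inhibitor controls.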
Giardia FBPA inh = Giardia lamblia aldolase inhibition; Potency, µM (highest dose often 59.6 µM), for the others: at the highest dose activity, negative = inhibition, actives largely listed as inhibitors; A8B2U2; 290,000 compounds, 0.71% hits; purified Giardia FBPA; also: potency is read from the fitted curve at half-maximal effect; nearly all actives have a fitted effect of over 55% in size
Target sequence (A8B2U2 whole entry, looked up): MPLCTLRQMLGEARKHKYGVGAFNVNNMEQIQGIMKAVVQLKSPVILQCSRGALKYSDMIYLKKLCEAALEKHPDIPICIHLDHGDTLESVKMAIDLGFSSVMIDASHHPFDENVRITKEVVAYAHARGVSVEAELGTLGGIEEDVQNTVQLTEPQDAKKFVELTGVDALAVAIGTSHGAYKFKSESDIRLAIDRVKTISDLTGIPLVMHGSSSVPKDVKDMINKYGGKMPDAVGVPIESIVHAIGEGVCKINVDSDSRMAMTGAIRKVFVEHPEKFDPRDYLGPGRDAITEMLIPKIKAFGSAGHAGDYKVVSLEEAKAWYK
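40 nM FBPA preincubated 10 min at RT with compound (up to 57.5 uM final), then substrate plus GAPDH/TPI/NAD/arsenate coupling and diaphorase/resazurin added. Fluorescence read after 20 min at RT, 525/598 nm.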
AMA1 RON2 block = disrupts binding of P. falciparum AMA1 to RON2. 360,000 compounds, 0.2% hits. Potency, µM (highest dose often 58.2 µM), without a hit: top-dose activity change, negative = inhibition, most hits filed as inhibitors. AlphaScreen AMA1-biotinylated RON2 peptide binding. AID 720542;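 also: potency is read from the fitted curve at half-maximal effect; 0% = vehicle wells and -100% = peptide control; nearly all actives have a fitted effect of over 45% in size; some results filed as inactive show a strong effect at the top dose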
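AMA1 (3D7) with his tag at 25 nM final met compounds first, then biotinylated RON2 peptide at 25 nM; detection used donor plus acceptor beads, 10 µg/mL apiece, read by AlphaScreen after 30 min at room temperature.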
Starred values were filed as active, the others as inactive; u = inconclusive; x = no result given; [ ] = another dose, or the depositor's remark. Unless noted, calls follow the shape of the dose curve; as a rule, active = well fitted curve in the direction sought with a large enough effect; inconclusive = small, poorly fitted or top-dose-only effect, or another doubt; inactive = no such curve, though single readings can be large; an effect the other way counts as inactive or inconclusive. Unless noted, % is scaled to controls: 0 for no effect and ±100 for the full control effect.

SMILES	AmpC inh no detg	Sm TGR inh	AmpC detergent	HCMV inh	Giardia FBPA inh	AMA1 RON2 block
CC1CCC(NC(=O)CN(C)CC(=O)Nc2ccc(F)cc2)CC1 (centres undefined)	53%	-3%	u	42	x	2%[11.6 µM]
CCN(CC)CC(=O)Nc1sc2c(c1C(=O)c1ccccc1OC)CCC2	23%	-2%	7%	-13	-8%	1%
O=C(Nn1cnnc1)c1cc2c(s1)CCCCC2	-22%	-4%	-3%	-1	-6%	-10%
O=P(O)(c1ccccc1)c1ccccc1O	-14%	15%	-12%	-21	6%	-5%
CCOc1ccc(CC(=O)NCCc2csc(-c3ccc(Cl)cc3)n2)cc1	x	-9%	1%	-11	x	x
Cc1ccc(-c2c(C)sc3nc[nH]c(=O)c23)cc1C	1%	4%	2%	-27	0%	0%
CC1Cc2ccccc2N1CC(=O)NC(=O)NC(C)(C)C (centres undefined)	-11%	0%	1%	-28	1%	-2%
COc1cccc(NC(=O)CSCc2cc(=O)n3ccsc3n2)c1	-16%	7%	-7%	x	4%	0%
CC1=NN(c2ccccc2)C(=O)/C1=C/c1c(O)[nH]c(=O)[nH]c1=O	-7%	-23%	-18%	7	-4%	3%
COc1ccc(C2/C(=C(/O)c3ccc(Br)cc3)C(=O)C(=O)N2C)cc1OC (centres undefined)	-16%	0%	-7%	10	5%	-5%
Cc1ccc2nc(N/N=C\c3ccc([N+](=O)[O-])o3)nc(-c3ccccc3)c2c1	-38%	0%	-17%	u	1%	-5%
Cc1cc(NC(=O)CSc2nc(N)c(NC(=O)c3ccccc3)c(=O)[nH]2)no1	-22%	7%	-10%	u	4%	3%
O=C(Nc1cccnc1)c1sc(Nc2ccccc2)nc1-c1ccccc1	-26%	-2%	-13%	-16	-12%	-3%
Cc1cc(NC(=O)C2=C(O)c3ccccc3S(=O)(=O)N2C)no1	-23%	-21%	-4%	-8	8%	-4%
Cc1ccc(C(=O)NCC(=O)N/N=C/c2cccs2)cc1[N+](=O)[O-]	-25%	1%	-17%	-15	-15%	-6%
CC(=O)c1ccc(N2CCN(CC(=O)Nc3ccccc3C(=O)NC3CC3)CC2)c(F)c1	0%	-32%	-2%	-2	x	-3%
COc1cc(-c2nc3nc[nH]n3c2Nc2ccc(C(C)C)cc2)ccc1O	x	14µM*	11%	-68*	x	x
Cc1ccc2c(c1)CCCN2C(=O)Nc1ccc2c(c1)OCO2	-32%	-33%	1%	-4	u	3%
CCOc1ccc(NC(=O)CN2CCN(CC(=O)c3ccc(OC)c(OC)c3)CC2)cc1	40%	32µM*	1%	70	0%	17%
O=C(NNC(=O)C1CCN(S(=O)(=O)c2cccc(C(F)(F)F)c2)CC1)C1CC1	1%	11%	0%	6	4%	57%[activator]
Cc1cc(NC(=O)c2ccccc2F)cc(C)c1OCC(=O)N1CCOCC1	-2%	3%	2%	-98*	x	-1%
O=C(CSc1nc(C2CC2)nc2ccccc12)N1CCCCC1	1%	-11%	-7%	-11	4%	10%
CCOc1ccccc1CNC(=O)c1cc2c(=O)n(Cc3ccco3)ccc2nc1C	x	u	7%	-14	x	x
CC(CNC(=O)Cn1ccc2cc(S(=O)(=O)N3CCCCC3)ccc21)c1ccccc1 (centres undefined)	x	8%	6%	-20	x	x
ClCC1CSC(=NC23CC4CC(CC(C4)C2)C3)O1 (centres undefined)	22%	16%	2%	-13	6%	0%
Continued:
SMILES	AmpC inh no detg	Sm TGR inh	AmpC detergent	HCMV inh	Giardia FBPA inh	AMA1 RON2 block
c1ccc2sc(NN=C3CCCC3)nc2c1	-28%	-11%	-2%	53	-13%	5%
CS(=O)(=O)c1ccccc1C(=O)N1CCN(S(=O)(=O)c2ccc(C3CCCCC3)cc2)CC1	236%[activator]	-2%	0%	-13	x	-23%
Cc1sc2ncn(CCn3cnc4sc(C)c(C)c4c3=O)c(=O)c2c1C	-22%	-3%	-10%	u	-1%	-6%
Cc1nc(-c2ccc(S(=O)(=O)N3CCCCCC3)cc2)cs1	-33%	4%	-11%	-32	3%	5%
COc1ccccc1CNC(=O)C1CCN(Cc2nc(-c3ccc(OC)c(OC)c3)oc2C)CC1	x	-7%	-8%	3	x	x
COc1ccccc1OCC(=O)Nc1ccc2c(c1)C(=O)N(CC1CCCO1)C2=O (centres undefined)	35%	4%	-11%	-7	-1%	0%
COc1cc(/C=N/c2oc(C)c(C)c2C#N)cc(Br)c1O	-11%	11µM*	u	10	-17%	10%
CCn1c(CSc2nc3ccccc3s2)nnc1SCC(=O)c1ccc(O)c(O)c1	-29%	-26%	-6%	23	u	55%[activator]
CCOC(=O)CSc1nnc(CNC(=O)c2cccs2)n1Cc1ccccc1	23%	5%	6%	-8	5%	18%
CC(C)(C)n1nnnc1C(c1cccs1)N1CCN(Cc2ccc3c(c2)OCO3)CC1 (centres undefined)	16%	-1%	-12%	-28	-8%	11%
COc1ccc(OC)c(NC(=O)[C@H](CSCc2ccccc2)N2Cc3ccccc3C2=O)c1	x	-1%	1%	-5	x	x
CCCCNC(=O)O[C@@H]1C[C@@H]2CCN3C(=O)CCC[C@H]([C@H]1CC)[C@H]23	3%	1%	-13%	12	0%	-5%
CCOC(=O)/C(=C\C=C\N1CCOCC1)C(C)=O	-7%	-9%	5%	u	0%	15%
O=C(NNC(=O)c1ccccc1Br)c1cnccn1	-7%	x	x	-16	x	83%[activator]
O=C(O)c1cccc2c1C(=O)N(Cc1ccccc1)C2	-33%	-1%	-19%	40	u	1%
O=C(O)C1CCC(CNCc2ccccc2Cl)CC1 (centres undefined)	-25%	-21%	-2%	u	-10%	-26%
Cc1ccc(-n2c(N)c(C(=O)N3CCN(C)CC3)sc2=S)cc1	-28%	-1%	u	-28	10µM*	-3%
O=C(C1=C[C@H](c2csc3ccccc23)C[C@H](OCc2ccc(CO)cc2)O1)N1CCN(Cc2ccccc2)CC1	82%[activator]	14µM*	1%	u	-17%	u
O=C(Cc1ccccc1)Nc1c[nH]c(=O)[nH]c1=O	0%	-2%	7%	u	-5%	-19%
O=C(C1CCC1)N1CCc2cc(S(=O)(=O)N3CCN(c4ccccc4)CC3)ccc21	x	-2%	1%	-38	x	x
O=C(NCCN1C(=O)S/C(=C\c2cccnc2)C1=O)c1cc(S(=O)(=O)N2CCOCC2)ccc1F	22%	-15%	-5%	u	0%	-5%
Cn1cccc1C(=O)NC1CCCCC1	-4%	2%	u	22	x	3%
CSc1cccc(NC(=O)/C=C/c2cccc(Cl)c2)c1	-50%	-1%	-14%	44	-11%	4%
O=[N+]([O-])c1cc(S(=O)(=O)Nc2ccccc2)ccc1-n1nnc2ccccc21	-31%	-29%	-12%	13	10%	-29%
CCOC(=O)c1nn(-c2ccccc2C)c2nc(Nc3ccccc3)cc(=O)n12	255%[activator]	0%	u	-16	0%	-10%

An excerpt from above in order of SMILES length, falling:
SMILES	AmpC inh no detg	Sm TGR inh	AmpC detergent	HCMV inh	Giardia FBPA inh	AMA1 RON2 block
CCOC(=O)c1nn(-c2ccccc2C)c2nc(Nc3ccccc3)cc(=O)n12	255%[activator]	0%	u	-16	0%	-10%
COc1cc(/C=N/c2oc(C)c(C)c2C#N)cc(Br)c1O	-11%	11µM*	u	10	-17%	10%
O=C(O)c1cccc2c1C(=O)N(Cc1ccccc1)C2	-33%	-1%	-19%	40	u	1%

Reprinted at random: 2 compounds from above.
SMILES	AmpC inh no detg	Sm TGR inh	AmpC detergent	HCMV inh	Giardia FBPA inh	AMA1 RON2 block
CCn1c(CSc2nc3ccccc3s2)nnc1SCC(=O)c1ccc(O)c(O)c1	-29%	-26%	-6%	23	u	55%[activator]
c1ccc2sc(NN=C3CCCC3)nc2c1	-28%	-11%	-2%	53	-13%	5%

The list goes on:
SMILES	AmpC inh no detg	Sm TGR inh	AmpC detergent	HCMV inh	Giardia FBPA inh	AMA1 RON2 block
CC1CCCCN1C(=O)CSc1nc2cc3c(cc2c(=O)n1Cc1ccc2c(c1)OCO2)OCO3 (centres undefined)	-24%	-2%	-7%	-15	0%	-7%
O=C(Nc1cc(S(=O)(=O)N2CCOCC2)ccc1Cl)c1ccc(=O)[nH]c1	-8%	-3%	-16%	-20	x	11%
O=C(Nc1c(C(=O)N2CCC(N3CCCCC3)CC2)oc2ccccc12)c1ccc(F)cc1	38%	-3%	-5%	-31	x	14%
CN(CC(=O)Nc1ccccc1Cl)C(=O)COC(=O)c1ccc(Cl)nc1	-14%	2%	-9%	0	x	1%
O=C(O)c1ccccc1C(=O)Nc1nccs1	-6%	-13%	-11%	16	0%	-3%
COC(=O)c1ccccc1NC(=O)c1sc2nc(C)cc(C)c2c1NC(=O)c1ccccc1Cl	x	-4%	1%	-2	x	x
O=C1SC(Nc2ccc(Cl)cc2)C(=O)N1Cc1ccccc1 (centres undefined)	x	-7%	-4%	-5	x	x
Cn1cnnc1SCC(=O)Nc1ccccc1Oc1ccccc1	-7%	u	-12%	19	4%	-3%
CC(C)NC(=S)NNC(=O)C12CC3CC(CC(C3)C1)C2	-19%	18%	6%	10	0%	38%[activator]
CCOC(=O)c1c(NC(=O)COc2ccc(CC)cc2)sc2c1CCCC2	x	-3%	-1%	0	x	x
Cc1cccc(N2CCN(CCCNC(=O)c3sc4ncccc4c3-n3cccc3)CC2C)c1 (centres undefined)	x	1%	24%	-7	x	x
COc1cc(-c2noc(C)n2)cc(OC)c1OC	-6%	25%	-11%	68	0%	10%
COCc1cc(C)nc(SCC(=O)Nc2ccc3c(c2)OCO3)c1C#N	-25%	1%	-1%	-3	4%	-13%
Cc1ccc(C)c(Nc2nn3c(=O)c4ccc(C(=O)NCCc5ccccc5)cc4nc3s2)c1	x	4%	25%	9	x	x
CCc1ccc(C(=O)Nc2nc(C)cs2)s1	-26%	14%	-2%	-34	-25%	0%
CCOC(=O)c1sc(NC(=O)/C=C/c2c(F)cccc2Cl)nc1C	-32%	-9%	u	-24	5%	-12%

Results in AmpC detergent, HCMV inh and Sm TGR inh, for some of the entries so far:
SMILES,AmpC detergent,HCMV inh,Sm TGR inh
COC(=O)c1ccccc1NC(=O)c1sc2nc(C)cc(C)c2c1NC(=O)c1ccccc1Cl,1%,-2,-4%
CCOC(=O)c1c(NC(=O)COc2ccc(CC)cc2)sc2c1CCCC2,-1%,0,-3%
CCc1ccc(C(=O)Nc2nc(C)cs2)s1,-2%,-34,14%
Cn1cnnc1SCC(=O)Nc1ccccc1Oc1ccccc1,-12%,19,u
O=C(O)c1ccccc1C(=O)Nc1nccs1,-11%,16,-13%
